Screens (PubChem)
M. tuberculosis: growth inhibition of non-replicating M. tuberculosis (AID 488890); Mycobacterium tuberculosis non-replicating, growth inhibition; higher % means a stronger effect; one-dose inhibition, % at 25 µM; IC50 in µM for titrated hits; 320,000 compounds, 0.39% hits; in the data active = a potency from the dose series; inconclusive = inhibition mostly from about 82% at the one dose, without a potency; inactive = the rest, 99 in 100 with inhibition below about 76%;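 note: plate controls were DMSO cells for no effect and high antibiotic wells for full effect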
M. tuberculosis HTS: M. tuberculosis growth inhibition, HTS (AID 449762). one-dose inhibition, % at 25 µM; IC50 in µM for titrated hits. M. tuberculosis H37Rv growth inhibition, 7H9 media; higher % means a stronger effect. 330,000 compounds, 0.59% hits; in the data active = a potency from the dose series; inconclusive = inhibition above about 70% without an active follow-up result;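 note: bacterial growth assessed after seven days of incubation; strong numbers were not always called active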
inhibitors of VEEV: inhibitors of VEEV TC-83 cytopathic effect, confirmation, Vero cells (AID 588727). Vero cells, VEEV TC-83 cytopathic effect inhibition; higher % means a stronger effect. 350,000 compounds, 0.13% hits. inhibition, % at 20 µM, or IC50 in µM where a hit was titrated; in the data active = a potency from the dose series; inconclusive = inhibition mostly from about 14% at the one dose, without a potency; inactive = the rest, 99 in 100 with inhibition below about 12%; note: strong numbers were not always called active
influenza NS1A: H1N1 influenza NS1A inhibitors, functional cell based assay (AID 504329). NS1A functional cell-based assay, percent inhibition; higher % means a stronger effect. one-dose inhibition, % at 12.5 µM; IC50 in µM for titrated hits. 340,000 compounds, 0.3% hits; in the data active = a potency from the dose series; inconclusive = inhibition above about 27% without an active follow-up result; note: strong numbers were not always called active
Salmonella PhoP GFP: Inhibition of PhoP regulon, Salmonella typhi GFP reporter cells, confirmation, 4 h (AID 1850). Salmonella Typhi PhoP-promoter GFP reporter, fluorescence, 4 h; higher % means a stronger effect. inhibition, % at 50 µM, or IC50 in µM where a hit was titrated. 310,000 compounds, 0.33% hits; in the data active = a potency from the dose series; inconclusive = inhibition mostly from about 25% at the one dose, without a potency; inactive = the rest, 99 in 100 with inhibition below about 19%;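 note: 0% = induced wells with vehicle and 100% = uninduced wells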
inhibitors of VEEV 10K pilot screen: second read-out of inhibitors of VEEV, no call of its own (marks repeat the call); inhibition, %; measured here: 10K pilot screen inhibition
* hit, by the source's call; i = inactive; ? = inconclusive; . = not tested or not shown. An unsorted share of the library; any-hit rate near 1.4%.

SMILES	M. tuberculosis	M. tuberculosis HTS	inhibitors of VEEV	influenza NS1A	Salmonella PhoP GFP	others
N=C1C(=O)OCC1c1ccccc1NC(=O)Nc1ccccc1 (configuration not stated)	-11.8%	0.8%	0.4%	10.5%	-17.8%
Cc1cc(C)n(CC(=O)N2N=C(C(F)F)CC2(O)C(F)F)n1 (configuration not stated)	-5.9%	-2.9%	0.7%	-8.0%	10.7%
CNC(=O)c1ncoc1-c1ccc(Cl)cc1	-6.8%	-14.5%	3.6%	0.8%	9.1%
COc1cccc(/C=N/NC(=O)c2cc(-c3cccn3C)n[nH]2)c1O	-13.0%	2.9%	?	13.7%	11.4%
C/C=C/c1ccc(OCCCNC)c(OC)c1	24.9%	4.6%	3.4%	-0.7%	7.4%
CN(Cc1ccccc1)C(=O)COC(=O)c1ccc(-n2cnnn2)cc1	.	.	0.3%	-6.2%	.
O=C(NC(=S)Nc1ccc(Cl)c(C(=O)O)c1)c1cncc(Br)c1	-2.9%	6.9%	0.7%	-0.6%	8.1%
O=C(CSc1nccn(-c2ccc(F)c(Cl)c2)c1=O)NC1CCCC1	-3.5%	-1.5%	8.5%	-3.1%	0.8%
O=C(Nc1ccccc1)c1cc([N+](=O)[O-])ccc1Cl	-11.7%	-1.1%	0.5%	-8.7%	-16.0%
COc1ccc(-c2nc3ccccc3c(=O)n2-c2c(C)n(C)n(-c3ccccc3)c2=O)cc1	-11.2%	-8.1%	0.5%	-0.5%	2.8%
O=C(Cn1ncc(Cl)c(Cl)c1=O)c1ccc(Cl)cc1	?	?	9.2%	-2.8%	-10.1%
COc1ccc(CN2C(=O)/C(=C/c3ccncc3)SC2=S)cc1	i	?	?	2.2%	2.1%
CSc1ccc(CN(C)C(=O)c2cccc(S(=O)(=O)NCc3ccccc3)c2)cc1	6.3%	48.4%	5.6%	-10.7%	2.5%
CCC(=O)c1ccc(OCC(=O)N2CCN(c3ccccn3)CC2)cc1	2.4%	-7.7%	2.2%	17.8%	-2.1%
Cc1ccc(NC(=O)C(Cc2ccccc2)n2cccc2)cc1 (configuration not stated)	19.6%	0.5%	4.8%	1.5%	-5.2%
O=c1[nH]c2ccc(Cl)cc2c(O)c1-c1ccccc1	7.2%	61.5%	2.3%	-1.3%	3.7%
COc1ccc(/C=C2\SC(=O)N(CCCC(=O)Nc3cc(Cl)ccc3C(=O)O)C2=O)cc1	38.1%	3.1%	9.1%	3.8%	.
Cc1cc(C)n(C(=O)CN2C(=O)c3ccccc3C2=O)n1	-0.2%	-9.2%	0.5%	-2.7%	-9.6%
COc1ccc(N)cc1-n1cnnn1	10.7%	?	1.6%	-5.6%	1.9%
CCOC(=O)Cc1csc(NC(=S)NC(=O)c2ccccc2C)n1	52.9%	6.3%	1.1%	-10.0%	-11.3%
CC(C)S(=O)(=O)c1csc(NC(=O)Nc2ccc(Cl)cc2)c1	21.9%	-2.4%	2.4%	-13.3%	8.2%
O=c1cc(CSc2nc3cc(Cl)ccc3o2)nc2sccn12	?	53.6%	3.9%	0.2%	-4.4%
Cc1cc(NC(=O)C(C)Sc2nc(-c3ccccc3)cc(=O)[nH]2)no1 (configuration not stated)	16.6%	3.2%	2.0%	-3.0%	2.4%
CNC(=O)CSc1nnc(-c2cccnc2)n1-c1ccc(C)cc1	-17.6%	-4.4%	0.5%	-1.1%	9.5%
O=C1CC(c2ccccc2)CC(O)=C1C=NCc1ccco1 (configuration not stated)	14.2%	2.9%	0.8%	-0.5%	10.3%
Cc1c(OCC(=O)N2CCC(C(=O)O)CC2)ccc2c1oc(=O)c1ccccc12	-9.2%	-8.6%	0.2%	-5.9%	-3.4%
CCOc1cc(/C=C/C(=O)OCC(=O)NCC2CCCO2)cc(Cl)c1OC (configuration not stated)	35.0%	1.1%	1.7%	-0.8%	.
O=C1CCCC/C1=C/Nc1ccc(C(=O)O)cc1	10.6%	-3.3%	i	4.5%	-0.9%
O=c1c2[nH]c3ccc(F)cc3c2ncn1CCN1CCOCC1	-3.9%	2.4%	1.7%	3.3%	-5.2%
Cc1n[nH]c(=O)nc1NCc1ccco1	-8.4%	-12.8%	0.3%	1.5%	-9.8%
Cc1nnc(NC(=O)CSc2nc(C(C)C)nc3ccccc23)s1	3.6%	0.1%	i	25.2%	-6.3%
COC(=O)c1ccccc1NC(=O)CN1CCC(n2nnc3cc(F)ccc32)CC1	-27.0%	-11.2%	4.9%	-1.0%	-4.0%
O=C(c1cnc2n(c1=O)CCS2)N1CCN(c2ccc([N+](=O)[O-])cc2)CC1	-38.7%	-7.8%	1.2%	3.5%	-5.0%
COc1ccc(-c2cc(C(=O)O)c3ccccc3n2)c(OC)c1	-10.7%	-7.4%	0.9%	-4.7%	8.4%
Cc1cc(NC(=O)Nc2ccccc2F)ccc1Br	26.1%	3.2%	0.0%	4.0%	-12.9%
COc1ccc(C2(C)NC(=O)N(CC(=O)NCC(=O)Nc3ccc(F)c(F)c3F)C2=O)cc1OC (configuration not stated)	-11.8%	-11.9%	0.6%	-6.2%	.
C=CCn1c(SC2CCOC2=O)nc2sc(C)c(C)c2c1=O (configuration not stated)	-1.8%	-6.1%	i	1.5%	-2.0%
Nc1nc2n(n1)C(c1cccc(Cl)c1)CC(c1ccc(F)cc1)N2 (configuration not stated)	3.6%	-7.7%	7.1%	1.1%	7.1%
O=C(NCCc1c[nH]c2ccccc12)C(=O)Nc1cc2c3c(c1)CC(=O)N3CCC2	-0.1%	2.6%	9.3%	-4.7%	6.5%
CC1CC(C)CN(C(=S)NC2CCCCC2)C1 (configuration not stated)	29.1%	-2.6%	1.4%	-3.8%	-6.8%
COCCCNc1nc(-c2ccc(Cl)cc2)nc2ccccc12	55.8%	?	1.6%	-22.6%	-1.5%
COC(=O)c1cc2ccccc2c(-c2c(OC)c(C(=O)OC)cc3ccccc23)c1OC	9.6%	3.5%	2.9%	3.3%	2.9%
CCOC(=O)[C@@H]1[C@H]2COc3ccccc3[C@@H]2N2C(=O)N(c3ccccc3)C(=O)[C@]12C	10.5%	-14.9%	0.4%	9.4%	1.3%
COC(=O)C1=C(C)N(C)C(C)=C(C(=O)OC)C1c1cccc(Br)c1	1.5%	7.0%	7.5%	0.5%	2.6%
CC(C)NC(=O)Nc1ccc2c(c1)C(=O)N([C@H](C)CO)C[C@H](C)[C@@H](CN(C)C(=O)NC(C)C)O2	.	.	0.8%	0.6%	.

2 neighbouring records from above:
SMILES	M. tuberculosis	M. tuberculosis HTS	inhibitors of VEEV	influenza NS1A	Salmonella PhoP GFP	others
COC(=O)C1=C(C)N(C)C(C)=C(C(=O)OC)C1c1cccc(Br)c1	1.5%	7.0%	7.5%	0.5%	2.6%
CC(C)NC(=O)Nc1ccc2c(c1)C(=O)N([C@H](C)CO)C[C@H](C)[C@@H](CN(C)C(=O)NC(C)C)O2	.	.	0.8%	0.6%	.

The list goes on:
SMILES	M. tuberculosis	M. tuberculosis HTS	inhibitors of VEEV	influenza NS1A	Salmonella PhoP GFP	others
Cc1n[nH]c(=S)n1/N=C/c1ccc(OCc2ccc(Cl)cc2Cl)cc1	i	-3.3%	1.1%	-7.0%	-0.9%
CCOc1ccc(CCNC(=O)CCC(=O)N2CCSc3ccccc32)cc1OCC	13.2%	-2.5%	8.0%	-1.5%	0.2%
CC(Nc1nc(-c2ccccc2F)nc2ccccc12)c1ccccc1 (configuration not stated)	10.6%	19.2%	0.8%	-18.1%	-3.4%
COc1cccc(C2CC(c3ccc(Cl)cc3Cl)Nc3nc(N)nn32)c1 (configuration not stated)	25.5%	5.5%	8.6%	-4.1%	1.7%
Cc1c(N(C(=O)CNC(=O)c2ccccc2)C2(C(=O)NC3CCCCC3)CCCCC2)c(=O)n(-c2ccccc2)n1C	0.6%	-2.5%	0.1%	4.4%	9.6%
CCOC(=O)C1CCCN(Cc2nc(N)nc(Nc3ccccc3)n2)C1 (configuration not stated)	.	7.0%	0.2%	-14.4%	-1.5%
Cc1noc(C)c1C(=O)N1CCC2(CC1)OCCO2	-3.8%	-0.7%	i	6.0%	-2.3%
COc1ccc(C)cc1N(CC(=O)Nc1cccnc1)S(=O)(=O)c1ccccc1	8.9%	0.1%	1.1%	6.8%	-4.9%	inhibitors of VEEV 10K pilot screen=3.0
CCC1CCc2c(sc(NC(C)=O)c2C#N)C1 (configuration not stated)	28.1%	-8.2%	0.7%	8.1%	-6.0%	inhibitors of VEEV 10K pilot screen=0.8
COc1ccccc1S(=O)(=O)Cc1ccc(C(=O)NCc2ccc(C)cc2)o1	-6.1%	0.6%	2.4%	-1.1%	-2.7%
O=[N+]([O-])c1ccc(OCCO)nc1	-3.3%	-3.8%	2.1%	-5.0%	5.2%
COc1ccc(-n2c(/C=C/c3ccc(O)cc3)nc3ccccc3c2=O)cc1	.	?	7.1%	-2.8%	1.4%
CCOc1ccc(NC(=O)Nc2ccc(Cc3ccncc3)cc2)cc1	13.8%	-6.3%	0.8%	-3.1%	-4.7%
CCOC(=O)c1cc2c(ccn2C)n1CC(=O)N1C(C)CCCC1C (configuration not stated)	5.8%	1.0%	0.3%	2.2%	3.8%
Cc1cc2c(nn1)CCC/C2=N\O	-10.1%	4.9%	5.3%	-4.7%	18.9%

Filtered by structure, the entries above containing a nitro group on carbon.
SMILES	M. tuberculosis	M. tuberculosis HTS	inhibitors of VEEV	influenza NS1A	Salmonella PhoP GFP	others
O=C(Nc1ccccc1)c1cc([N+](=O)[O-])ccc1Cl	-11.7%	-1.1%	0.5%	-8.7%	-16.0%
O=C(c1cnc2n(c1=O)CCS2)N1CCN(c2ccc([N+](=O)[O-])cc2)CC1	-38.7%	-7.8%	1.2%	3.5%	-5.0%
O=[N+]([O-])c1ccc(OCCO)nc1	-3.3%	-3.8%	2.1%	-5.0%	5.2%

The list goes on:
SMILES	M. tuberculosis	M. tuberculosis HTS	inhibitors of VEEV	influenza NS1A	Salmonella PhoP GFP	others
CN(CCCOc1ccccc1Br)Cc1ccccc1	50.6%	4.0%	0.2%	3.0%	8.4%
Cn1c(=O)c2c(ncn2CCC(=O)N/N=C/c2cccnc2)n(C)c1=O	-12.0%	-1.3%	i	-16.1%	3.9%
CCCc1nnc(NC(=O)CCC(=O)NCCc2ccc(Cl)cc2)s1	-16.2%	6.6%	0.1%	2.0%	12.3%
COc1ccc(/C=C2\SC(=S)N(CC(=O)NCCO)C2=O)cc1	-13.6%	-1.8%	1.1%	3.8%	10.1%
Cc1sc(NC(=O)c2ccc(=O)n(C)n2)nc1-c1ccccc1	32.9%	56.0%	1.3%	-7.6%	5.0%
[O-]C(=C(C(=S)Nc1cccc2ccccc12)[n+]1ccccc1)c1ccc2c(c1)OCCO2	.	.	2.0%	14.8%	.
Cc1ccc(C2Nc3ccccc3C(=O)N2CCN2CCNC2=O)cc1 (configuration not stated)	-8.4%	7.4%	2.5%	1.7%	-14.8%
Cc1cc(C)nc(NC(=O)CCC2CCCC2)c1	79.1%	4.9%	1.6%	3.6%	-0.5%
COCCCNC(=O)CCSc1ccc(Cl)cc1	42.0%	8.6%	8.1%	-0.3%	-9.2%
CCC(=NCc1ccco1)c1c(O)n(C)c(=O)n(C)c1=O	-15.1%	-3.4%	0.6%	-0.5%	-13.4%
Cc1ccnc(NC(=O)COc2ccc(Cl)cc2)n1	68.9%	1.8%	0.6%	-8.3%	-10.3%
CCOC(=O)C1(Cc2cccc(F)c2)CCN(Cc2cnc(C)s2)CC1	1.2%	-1.6%	i	-4.6%	2.6%
O=C(Nc1ccc(Cl)cc1C(F)(F)F)c1ccc(Cl)cc1	48.1%	7.1%	1.6%	4.7%	-4.3%
CCCCn1cnc2c1c(=O)n(CC(=O)c1cc(C)n(C)c1C)c(=O)n2CC(C)C	15.8%	5.6%	0.3%	-1.3%	-0.6%
Cc1cccc(N2CCN(S(=O)(=O)c3c(C)[nH]c(C)c3C(=O)N3CCCC3)CC2C)c1 (configuration not stated)	7.7%	-0.8%	3.6%	-0.1%	2.2%
NC(=O)c1c(NC(=O)c2cccnc2Cl)sc2c1CCCC2	0.9%	-2.5%	0.3%	11.6%	-0.5%
Cc1cc(C)nc(SCc2cc(=O)c(OC(=O)c3ccc(Br)o3)co2)n1	44.9%	-4.9%	i	12.6%	1.3%
Cc1cc(C)c(S(=O)(=O)c2ccccc2C)c(OCCN(C)C)n1	6.5%	8.2%	i	-8.2%	1.3%
O=S(=O)(c1ccc(Oc2ccc(Cl)cc2)nc1)N1CCOCC1	-9.7%	-3.0%	0.7%	6.5%	3.7%
COc1ccc(Nc2cc(C(=O)NCc3ccco3)c3ccccc3n2)c(OC)c1	20.6%	38.4%	8.3%	11.7%	-3.6%
Cc1ccccc1C(=O)NN1CCOCC1	-14.4%	6.5%	0.2%	-4.3%	-3.0%
CN(C)C(=S)NC(=O)C12CC3(C)CC(C)(CC(C)(C3)C1)C2	-0.5%	2.8%	i	.	-0.8%
